Compound activity as filed in PubChem.
APJ agonist – agonists of human APJ apelin receptor; P35414; CHO-K1 APJ PathHunter beta-arrestin, luminescence; 0% DMSO wells, 100% apelin; actives 0.11% (n = 330,000); activation, % at 20 µM;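 active = activation more than six SD over the plate average, tested at 20 µM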;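 also: 0% = DMSO alone and 100% = apelin-13 at 10 nM; some results filed as inactive read as strong as hits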
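Incubation: overnight seeding, 90 min compound at 25 °C, 1 h detection; test system: PathHunter CHO-K1 APJ (AGTRL-1) beta-arrestin reporter cells; amount: 1000 cells/well; doses: one dose, 20 µM compound, 1% DMSO; measured by: beta-gal luminescence; measure: agonist-driven arrestin binding to APJ; benchmarks: negative DMSO alone, positive Apelin-13 at 10 nM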
EBI2 block – antagonists of human EBI2 receptor. actives 0.81% (n = 360,000). P32249. EBI2 beta-arrestin recruitment, luminescence, 7a,25-OHC stimulated. inhibition, % at 5 µM; in the data active = inhibition above about 38%;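 also: enzyme fragment complementation signal reports receptor beta-arrestin coupling in cells; 0% = agonist plus DMSO wells and 100% = wells without agonist; some results beyond the cut were filed as inactive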
CXCR6 inh – CXCR6 (human) receptor inhibition | O00574 | CHO-K1 PathHunter CXCR6 beta-arrestin, luminescence | inhibition, % at 20 µM | actives 0.36% (n = 360,000) | AID 602244; in the data active = inhibition above about 34%, passing the limit was not always enough;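 also: antagonist mode with CXCL16 agonist at 10 nM final; 0% = 10 nM CXCL16 with DMSO and 100% = unstimulated wells without agonist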
CCR6 antag – blocks CCL20-driven beta-arrestin recruitment at human CCR6. P51684. CHO-K1 CCR6 PathHunter beta-arrestin, luminescence, CCL20-stimulated. inhibition, % at 20 µM. actives 0.49% (n = 340,000);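 active = compounds whose inhibition of the agonist-driven luminescence signal at 20 µM reaches about 50%, limit read from the data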;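 also: cells stimulated with CCL20 at 14 nM final; plate controls were DMSO with CCL20 for no effect and DMSO without agonist for full effect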
Mdm2 MdmX PPI – inhibitors of human Mdm2/MdmX interaction; AID 485346; O15151+Q00987; inhibition, % at 8 µM; actives 3% (n = 330,000); SaOS-2 split-luciferase Mdm2/MdmX complementation, luminescence;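 active = inhibition of at least 50% at 8 µM in the primary screen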
Target sequence (O15151 whole entry, looked up): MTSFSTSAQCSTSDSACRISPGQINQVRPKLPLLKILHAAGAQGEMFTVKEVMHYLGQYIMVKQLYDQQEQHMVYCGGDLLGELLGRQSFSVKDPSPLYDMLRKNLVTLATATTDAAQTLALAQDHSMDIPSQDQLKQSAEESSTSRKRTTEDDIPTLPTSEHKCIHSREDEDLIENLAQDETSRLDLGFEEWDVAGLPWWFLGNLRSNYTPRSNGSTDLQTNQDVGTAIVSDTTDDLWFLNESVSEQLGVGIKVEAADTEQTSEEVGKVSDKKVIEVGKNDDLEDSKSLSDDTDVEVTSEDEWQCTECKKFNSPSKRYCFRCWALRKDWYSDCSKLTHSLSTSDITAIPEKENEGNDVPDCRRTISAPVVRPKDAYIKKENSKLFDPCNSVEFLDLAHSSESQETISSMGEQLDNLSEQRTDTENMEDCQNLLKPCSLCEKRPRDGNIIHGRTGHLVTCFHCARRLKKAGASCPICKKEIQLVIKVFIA
Target sequence (Q00987 whole entry, looked up): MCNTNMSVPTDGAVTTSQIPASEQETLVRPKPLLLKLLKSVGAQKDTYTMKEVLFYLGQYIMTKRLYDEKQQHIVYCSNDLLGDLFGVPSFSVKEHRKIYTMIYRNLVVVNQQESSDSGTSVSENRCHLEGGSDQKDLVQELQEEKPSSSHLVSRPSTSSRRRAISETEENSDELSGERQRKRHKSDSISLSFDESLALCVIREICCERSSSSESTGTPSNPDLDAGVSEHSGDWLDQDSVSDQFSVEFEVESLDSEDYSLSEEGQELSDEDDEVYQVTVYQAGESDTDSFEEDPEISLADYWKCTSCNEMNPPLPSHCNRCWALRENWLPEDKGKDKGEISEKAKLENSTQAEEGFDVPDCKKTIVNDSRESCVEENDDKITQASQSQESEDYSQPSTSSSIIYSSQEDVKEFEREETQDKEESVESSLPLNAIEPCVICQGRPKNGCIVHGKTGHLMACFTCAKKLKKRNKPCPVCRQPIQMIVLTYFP
APJ antag – antagonists of human APJ apelin receptor. P35414. CHO-K1 APJ beta-arrestin complementation, luminescence. inhibition, % at 20 µM. actives 0.32% (n = 330,000);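 active = inhibition above about 40% at 20 µM, limit read from the data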;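 also: cells challenged with 10 nM apelin-13 agonist together with compound; plate controls were apelin-13 plus DMSO wells for no effect and DMSO wells lacking apelin-13 for full effect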
tim23-1 inh – inhibits growth of tim23-1 mutant yeast. S. cerevisiae tim23-1 growth, BacTiter-Glo luminescence, 24 h. inhibition, % at 20 µM. actives 1.3% (n = 330,000);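 active = growth inhibition of the mutant yeast at or above 50%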;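 also: temperature-sensitive mutant grown at 25 °C; plate controls were DMSO-treated mutant yeast for no effect and medium wells lacking yeast for full effect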
XBP1 UPR activ – activators of adaptive arm of unfolded protein response (XBP1) | activation, % at 20 µM | actives 0.33% (n = 330,000) | CHO-XBP1 luciferase reporter, IRE1-XBP1 UPR activation, luminescence; percent of tunicamycin response, DMSO as zero;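 active = versus positive control, 20 µM dose yields 30% or more activation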;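 also: 100% = tunicamycin at 10 µg/mL and 0% = DMSO only wells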
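assay system = CHO-XBP1 luciferase reporter cells | amount = 1000 cells/well | buffer or medium = F12 plus 10% FBS | compound dosing = single point, 20 µM final compound, 1% DMSO | incubation = 16-18 h cell attachment at 37 °C, then 6 h compound exposure | detection = Steady-Glo luminescence read | controls = tunicamycin 10 µg/mL and vehicle-only wells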
CHOP UPR activ – apoptotic UPR (CHOP) activation | AID 449763 | activation, % at 10 µM | actives 0.34% (n = 330,000) | CHO-CHOP luciferase reporter, luminescence; percent of tunicamycin response over DMSO baseline;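 active = at 10 µM dose, activation of 40% or more, normalized to positive control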;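 also: 100% = tunicamycin at 10 µg/mL and 0% = DMSO alone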
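System: CHO CHOP reporter cells. Amount: 500 cells per well. Buffer or medium: F12 medium, 10% FBS. Compound dosing: one dose, 10 µM in 0.5% DMSO. Incubation: 6 h compound exposure at 37 °C after overnight seeding. Technique: Steady-Glo luciferase luminescence. Benchmarks: tunicamycin and DMSO controls.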
Active calls of the source: *.

1. CC1=C(CCN2CCN(C(C)C)C(CCO)C2)C(C)(C)CCC1 (stereo unspecified)
2. O=C(CSc1nnc(-c2cccs2)o1)NCC1CN(Cc2ccccc2)CCO1 (stereo unspecified)
3. Cc1cc(C)n(-c2nnc(NCc3ccc(Cl)cc3)nn2)n1
4. Cc1cc(NC(=O)CCCC(=O)NCc2ccccc2)no1
5. O=C(CCC(=O)NCCO)NCCO
6. C1CCCCCC(NCCN2CCNCC2)CCCCC1
7. O=C(Nc1ccc(Br)cn1)c1ccc(Cl)s1
8. Brc1ccc(-c2csc(N3CCC(c4ccccc4)C3)n2)cc1 (stereo unspecified)

Screen / compound no.	1	2	3	4	5	6	7	8
CCR6 antag	7	8	-3	-11	8	-5	4	-4
CHOP UPR activ	1.1	0.0	0.9	-0.1	-1.4	1.2	5.7	3.4
CXCR6 inh	7	4	-14	4	-4	-8	-11	4
Mdm2 MdmX PPI	-28	-8	-23	2	-5	97*	-91	-79
APJ antag	4	12	-67	-1	8	17	-5	0
EBI2 block	-6	-16	3	-1	-8	-1	-6	2
XBP1 UPR activ	0	1	2	-2	-4	6	0	6
tim23-1 inh	-16	10	14	-2	0	-64	49	14
APJ agonist	-2	-5	1	2	0	-5	-2	-3

Next section; the last 4 above are carried over.
5. O=C(CCC(=O)NCCO)NCCO
6. C1CCCCCC(NCCN2CCNCC2)CCCCC1
7. O=C(Nc1ccc(Br)cn1)c1ccc(Cl)s1
8. Brc1ccc(-c2csc(N3CCC(c4ccccc4)C3)n2)cc1 (stereo unspecified)
9. c1ccc2c3c([nH]c2c1)-c1[nH]ncc1CC3
10. Cc1ccc(OCCC(=O)OCC(=O)Nc2ccc(N3CCOCC3)cc2)cc1
11. COc1ccc(NC(=O)CN(C)C(=O)c2oc3ccccc3c2C)cc1
12. COc1ccc(N(C(=O)c2snc(C(N)=O)c2N)C(C(=O)NC2CCCC2)c2cc(OC)ccc2OC)cc1 (stereo unspecified)
13. CN1C(=O)CSc2ccc(NC(=O)Nc3ccccn3)cc21
14. Cc1cccc(C)c1NC(=O)CNC(=O)C(C)N1CCCCC1 (stereo unspecified)
15. Cc1cccc(C)c1NC(=O)CN(C)C(=O)c1cc(S(=O)(=O)N(C)C)ccc1N1CCCC1
16. Cc1nn(CC(=O)NNC(=O)c2cccc(Br)c2)c(C)c1[N+](=O)[O-]

Screen / compound no.	5	6	7	8	9	10	11	12	13	14	15	16
CCR6 antag	8	-5	4	-4	-10	-3	17	-15	-6	7	9	0
CHOP UPR activ	-1.4	1.2	5.7	3.4	3.8	1.3	-0.2	1.2	3.5	-0.7	0.8	1.7
CXCR6 inh	-4	-8	-11	4	-9	1	-6	5	-5	3	-2	5
Mdm2 MdmX PPI	-5	97*	-91	-79	39	-15	17	17	-27	29	-6	25
APJ antag	8	17	-5	0	-25	2	1	-16	-1	-2	8	14
EBI2 block	-8	-1	-6	2	-23	-14	2	-2	3	6	7	-5
XBP1 UPR activ	-4	6	0	6	2	1	-3	-3	-3	1	-1	-3
tim23-1 inh	0	-64	49	14	61*	0	14	16	9	5	5	8
APJ agonist	0	-5	-2	-3	4	8	-3	-3	7	-1	-3	-1

17. COc1ccccc1Cc1nc2ccccc2n1S(=O)(=O)c1ccc(Cl)cc1
18. Cn1cc(S(=O)(=O)NCc2ccc(F)cc2)c(=O)n(C)c1=O
19. O=C1CC(c2cccs2)c2cc3c(cc2N1)OCO3 (stereo unspecified)
20. O=C(CSc1nnc(-c2ccncc2)o1)NC1CCCCC1
21. O=C(Nc1ccccc1F)C1C2C=CC3(O2)C1C(=O)N(c1cccnc1)C3C(=O)NC1CCCCC1 (stereo unspecified)
22. COc1ccc(-c2n(Cc3ccccc3)c3ccccc3[n+]2Cc2ccccc2)cc1
23. Cc1ccc(SCC(=O)NC2CCS(=O)(=O)C2)cc1C (stereo unspecified)
24. O=C(CC1C(=O)NCCN1Cc1cccc(C(F)(F)F)c1)NC1CCOCC1 (stereo unspecified)

Screen / compound no.	17	18	19	20	21	22	23	24
CCR6 antag	1	3	11	2	7	5	1	-13
CHOP UPR activ	1.6	1.1	-0.7	-0.2	-1.4	-1.8	0.7	1.0
CXCR6 inh	-5	-1	-1	3	7	3	0	3
Mdm2 MdmX PPI	19	11	3	10	-10	89*	31	6
APJ antag	-2	15	12	-12	-5	13	-17	12
EBI2 block	-6	-5	3	-7	-1	19	-4	-2
XBP1 UPR activ	2	-5	0	-1	-2	-2	-1	2
tim23-1 inh	-10	9	17	8	10	22	-2	9
APJ agonist	-1	11	-5	-4	6	-3	-3	12

Four entries already listed, sorted by molecular weight, lowest first:
19. O=C1CC(c2cccs2)c2cc3c(cc2N1)OCO3 (stereo unspecified)
20. O=C(CSc1nnc(-c2ccncc2)o1)NC1CCCCC1
24. O=C(CC1C(=O)NCCN1Cc1cccc(C(F)(F)F)c1)NC1CCOCC1 (stereo unspecified)
22. COc1ccc(-c2n(Cc3ccccc3)c3ccccc3[n+]2Cc2ccccc2)cc1

Screen / compound no.	19	20	24	22
CCR6 antag	11	2	-13	5
CHOP UPR activ	-0.7	-0.2	1.0	-1.8
CXCR6 inh	-1	3	3	3
Mdm2 MdmX PPI	3	10	6	89*
APJ antag	12	-12	12	13
EBI2 block	3	-7	-2	19
XBP1 UPR activ	0	-1	2	-2
tim23-1 inh	17	8	9	22
APJ agonist	-5	-4	12	-3

Remaining list, next part
25. COc1cc(OC)cc(C(=O)NC2CCN(CCCOc3ccccc3)CC2)c1
26. CNC(=O)Cc1nc2ccccc2n1CC(=O)Nc1cc(C)cc(C)c1
27. CSCCC(NS(=O)(=O)c1ccc(C)cc1)C(=O)N1CCCC1 (stereo unspecified)
28. CSCCC(NC(=O)c1ccco1)C(=O)N1CCN(C(c2ccccc2)c2ccccc2)CC1 (stereo unspecified)
29. COc1ccc(S(=O)(=O)Nc2ccc(Oc3ccsc3C(=O)O)cc2)cc1
30. CC1=C(N2CCOCC2)CCC1=O
31. NCCc1nnc(SCc2ccccc2)o1
32. CSc1ccc(CN(C)C(C)C(=O)NCC2CCCCC2)cc1 (stereo unspecified)

Screen / compound no.	25	26	27	28	29	30	31	32
CCR6 antag	15	17	7	27	0	6	10	26
CHOP UPR activ	-1.8	-0.7	1.6	0.6	0.5	-0.4	-1.2	1.6
CXCR6 inh	9	-2	-12	10	-8	3	3	7
Mdm2 MdmX PPI	6	-11	-17	-2	10	19	7	-14
APJ antag	4	6	-3	7	7	2	-6	6
EBI2 block	-10	-11	0	15	-3	-2	0	14
XBP1 UPR activ	-4	-6	-2	-1	-3	1	-3	-3
tim23-1 inh	2	7	17	-11	23	-18	3	17
APJ agonist	-3	-2	-4	1	-4	7	-4	-3

33. CC(CN1CCOCC1)OC(=O)c1cccc(Cl)c1 (stereo unspecified)
34. CC(C)c1ccccc1NC(=S)NC(C)c1ccccc1 (stereo unspecified)
35. CCCCNS(=O)(=O)c1ccc2nc(-c3cccnc3)cc(C(=O)NCCOC)c2c1
36. CCOc1ccc(C(C)NC(=O)c2cccc(F)c2)cc1 (stereo unspecified)
37. Cc1ccc(C(=O)NS(=O)(=O)c2ccc(N=NN(C)C)cc2)cc1
38. COc1ccccc1N1CCN(/N=C(\C)c2ccccc2O)CC1
39. CCN(c1ccccc1)c1nc2ccsc2c(=O)s1
40. CCc1nc2sc3c(O)cc(=O)[nH]c3c2cc1C

Screen / compound no.	33	34	35	36	37	38	39	40
CCR6 antag	0	27	11	16	-4	-2	-7	4
CHOP UPR activ	-0.2	0.1	-0.5	0.6	-1.4	-0.7	3.3	-0.8
CXCR6 inh	-17	7	2	-7	-3	7	6	-6
Mdm2 MdmX PPI	15	19	14	3	12	19	-4	22
APJ antag	2	1	-12	2	11	8	-7	8
EBI2 block	4	-13	-9	0	-8	-3	-10	3
XBP1 UPR activ	-5	1	2	-1	0	-2	4	1
tim23-1 inh	-2	40	6	-1	5	7	24	-11
APJ agonist	1	-4	-2	-1	2	-1	-1	0

41. O=C(COC(=O)C12CC3CC(CC(C3)C1)C2)N1CCN(S(=O)(=O)c2ccccc2)CC1
42. O=C(COC(=O)CNC(=O)c1ccccc1)Nc1nc(-c2ccccc2)cs1
43. COc1cccc(OCC(O)CN(CCO)Cc2ccccc2)c1 (stereo unspecified)
44. COc1ccc2c(c1)CC/C(=C\c1ccc(OC)c(Cn3cccn3)c1)C2=O
45. CN(C)c1ccc([N+](=O)[O-])cc1C(=O)NCC(c1ccco1)N(C)C (stereo unspecified)
46. CC(C)(C)c1csc(NC(=O)C2=COCCO2)n1
47. O=C(COC(=O)C1CCCCC1)Nc1cccc(F)c1
48. N/C(=N\OC(=O)c1cccs1)c1ccccc1

Screen / compound no.	41	42	43	44	45	46	47	48
CCR6 antag	8	8	9	4	15	-3	14	-13
CHOP UPR activ	-0.7	4.9	-2.0	2.4	1.3	5.9	1.5	-4.2
CXCR6 inh	-1	-8	4	-4	5	-17	-4	-6
Mdm2 MdmX PPI	18	-12	-3	-13	24	-95	14	-46
APJ antag	1	-8	8	17	8	16	9	-29
EBI2 block	-6	3	24	9	4	3	-9	9
XBP1 UPR activ	-2	-2	-1	4	-2	4	2	-6
tim23-1 inh	-4	-9	8	32	10	13	23	71*
APJ agonist	-3	-1	-1	3	-5	-4	-6	3

49. COc1ccc(-c2nn(-c3ccccc3)cc2C(=O)N(C)CC(=O)Nc2ccc(N3CCOCC3)cc2)cc1
50. Cc1cccc(C(=O)OCC(=O)N2CC(=O)Nc3ccccc32)c1C
51. CC1(C)CCCC2=C1CC1C(=O)N(N)C(=O)C1C2 (stereo unspecified)
52. C/C(=N\NC(=O)c1cccc(Cl)c1)c1cccc(NC(=O)C(C)C)c1
53. CC(C)C(=O)Nc1ccc(S(=O)(=O)N2CCC(c3nc4ccccc4[nH]3)CC2)cc1
54. COc1cc(CNc2ccc3c(c2)OCCO3)ccc1OCC(N)=O
55. O=C(c1nc2ccccn2c1CNCCCn1cccn1)N1CCCC1
56. Cc1cc(C)nc(SCc2nnc(SCC#N)n2-c2cccc(Cl)c2)n1

Screen / compound no.	49	50	51	52	53	54	55	56
CCR6 antag	15	6	-4	6	0	-3	-8	6
CHOP UPR activ	2.1	0.6	0.6	0.1	-0.7	-0.5	1.3	-0.6
CXCR6 inh	-9	0	-7	7	-13	-4	-8	-1
Mdm2 MdmX PPI	0	4	15	9	14	-17	3	-3
APJ antag	8	7	13	0	8	6	20	6
EBI2 block	5	2	-1	1	0	-10	-3	-10
XBP1 UPR activ	-5	0	-2	-1	-2	-1	3	1
tim23-1 inh	-3	-2	1	17	0	9	12	25
APJ agonist	-2	0	-3	0	4	-1	0	3

An excerpt; rates above refer to the full screens.
